# HP1b chromo inh: inhibitors of HP1-beta chromodomain binding to methylated histone tails. AlphaScreen HP1-beta / biotin-H3K9me3 peptide binding. Potency, µM (titrated, usually from 114 µM), for the others: at the highest dose activity change, negative = inhibition, usual class: inhibitors. P83916. hit rate 0.56% among 390,000. AID 540317; also: potency is read from the fitted curve at half-maximal effect; nearly all actives have a fitted effect of over 70% in size; inactives centre near 23
# Target sequence (P83916 whole entry, looked up): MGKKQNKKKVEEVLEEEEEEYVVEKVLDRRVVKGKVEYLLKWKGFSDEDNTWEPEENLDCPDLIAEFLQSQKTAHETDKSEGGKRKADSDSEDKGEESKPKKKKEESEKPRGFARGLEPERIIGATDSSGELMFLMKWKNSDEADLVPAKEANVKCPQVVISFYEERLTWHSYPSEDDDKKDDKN
#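 AlphaScreen: HP1-beta (50 nM) preformed 30 min with biotin-H3(1-18)K9me3 peptide (50 nM) in PBS pH 7.4, 0.01% Tween-20. Compound added for 30 min at RT, then streptavidin donor/nickel chelate acceptor beads (10 ug/mL) for 30 min.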
# G9a inh: inhibitors of human histone lysine methyltransferase G9a; Potency, µM (top dose mostly 102 µM), inactives show at the highest dose activity, negative = inhibition, most hits filed as inhibitors; hit rate 8.8% among 350,000; Q96KQ7; AID 504332; G9a H3K9 monomethylation, AlphaScreen, 2 h; also: potency is read from the fitted curve at half-maximal effect; % is scaled to controls: 0 for no effect and ±100 for the full control effect; nearly all actives have a fitted effect of over 75% in size
#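 Compounds were preincubated with 20 nM G9a for 15 min, after which biotinylated H3K9 peptide (500 nM) and SAM (20 uM) started a 2 h room-temperature reaction. Monomethylated product was quantified by antibody-based AlphaScreen chemiluminescence.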
# JMJD2A Tudor: JMJD2A Tudor domain (human) inhibition; O75164; AlphaScreen JMJD2A-Tudor / H3K4me3 peptide binding; Potency, µM (top dose mostly 114 µM), without a hit: top-dose activity change, negative = inhibition, usual class: inhibitors; hit rate 4.4% among 390,000; also: potency is read from the fitted curve at half-maximal effect; % is scaled to controls: 0 for no effect and ±100 for the full control effect; nearly all actives have a fitted effect of over 50% in size
# ERG Ets-DNA blk: ERG Ets/DNA interaction inhibition; Potency, µM (doses to about 76.9 µM), without a hit: at the highest dose FP activity, negative = inhibition, hits mostly inhibitors; AID 624246; fluorescence polarization, His-ERG Ets domain / labelled DNA; P11308; hit rate 0.028% among 370,000; active = well fitted inhibition curve with a large enough effect in the polarisation, with a control signal flat; inconclusive = small, poorly fitted or top-dose-only effect, or effect the other way, or a change in a side signal; inactive = no such curve, though single readings can be large or run the other way; the % refers to the polarisation;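 also: polarization taken with two DNA probes labelled with fluorescein and Texas red; potency is read from the fitted curve at half-maximal effect; % of control where 0% means no effect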
# Target sequence (P11308 whole entry, looked up, the tested form may be a part): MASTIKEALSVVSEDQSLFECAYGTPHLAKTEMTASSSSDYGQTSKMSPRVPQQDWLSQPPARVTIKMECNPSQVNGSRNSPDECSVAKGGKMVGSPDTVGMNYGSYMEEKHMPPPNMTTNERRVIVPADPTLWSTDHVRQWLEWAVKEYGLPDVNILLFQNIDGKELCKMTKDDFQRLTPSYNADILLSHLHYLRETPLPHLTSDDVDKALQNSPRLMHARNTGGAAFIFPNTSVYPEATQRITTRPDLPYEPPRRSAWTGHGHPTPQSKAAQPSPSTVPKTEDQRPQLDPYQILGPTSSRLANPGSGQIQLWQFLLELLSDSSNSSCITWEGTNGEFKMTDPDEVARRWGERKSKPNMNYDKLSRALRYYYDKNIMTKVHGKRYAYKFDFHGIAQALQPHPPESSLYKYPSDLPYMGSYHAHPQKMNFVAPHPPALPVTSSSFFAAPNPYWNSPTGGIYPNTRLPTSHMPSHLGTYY
#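 His-tagged ERG Ets domain (1 uM in the protein solution; 300mM KCl, 50mM Tris-HCl, 1mM EDTA, 1mM DTT, pH 7.5) received compound, then a probe mix of 5 nM fluorescein-DNA and 100nM Texas-615-DNA. Fluorescence polarization was read for both dyes.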
# GLS inhibitor: blocks human kidney-isoform glutaminase activity. GLS enzymatic activity, qHTS titration. O94925. Potency, µM (top dose mostly 45.5 µM), for inactives: at the top dose activity change, negative = inhibition, hits mostly inhibitors. hit rate 0.21% among 410,000; also: potency is read from the fitted curve at half-maximal effect; % is scaled to controls: 0 for no effect and ±100 for the full control effect
#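 Read-out is an Amplex red fluorescence increase coupled through glutamate oxidase and HRP, measured before and after 30 min room-temperature incubation. hKGA is in 45 mM KH2PO4 (pH 8.2) with 0.02% Tween-20; glutamine added as 1mM solution.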
# ALOX12 inh: ALOX12 (human) lipoxygenase inhibition; P18054; purified 12hLO, xylenol orange hydroperoxide absorbance; Potency, µM (titrated, usually from 108 µM), for inactives: at the top dose activity change, negative = inhibition, usual class: inhibitors; hit rate 1.1% among 580,000; also: potency is read from the fitted curve at half-maximal effect; % is scaled to controls: 0 for no effect and ±100 for the full control effect
#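 Purified human 12hLO (150 nM final) in 25 mM Hepes, 0.01% Triton X-100, pH 7.0 was preincubated 15 min at room temperature with compound. Then 40 uM arachidonic acid was added, 30 min. Hydroperoxide was read by Fe-XO absorbance ratio 573/405 nm.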
# BAZ2B block: BAZ2B (human) inhibition. Q9UIF8. AlphaScreen BAZ2B-H3K14Ac peptide displacement. Potency, µM (highest dose often 114 µM), for inactives: at the top dose activity change, negative = inhibition, actives largely listed as inhibitors. hit rate 4.4% among 360,000; also: potency is read from the fitted curve at half-maximal effect; % is scaled to controls: 0 for no effect and ±100 for the full control effect; nearly all actives have a fitted effect of over 60% in size
#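 AlphaScreen displacement of biotin-H3(5-23)K14Ac peptide (50 nM final) from BAZ2B (50 nM final) in PBS pH 7.4, 0.01% Tween-20; complex preformed 30 min RT, then compounds (top 110 uM) 30 min RT, beads 20 min dark.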
# PI4K2A block: inhibitors of human PI4K2A; Q9BTU6; purified PI4K2A, ADP-Glo luminescence, 1 h; active compounds read low; activity change, negative = inhibition, % at 76.9 µM; hit rate 0.13% among 420,000; in the data active = activity change below about -50%; inconclusive = mostly about -30% to -49%;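 also: -100% = wells without enzyme as full effect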
#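 PI4K2A activity was measured by ADP-Glo luminescence: enzyme (4 ug/mL stock) and phosphatidylinositol (1.2 mM stock) in Tris pH 7.5/MgCl2/EGTA/Triton X-100 buffer were reacted with ATP (300 microM stock) for one hour at ambient temperature.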
# RGS4 inh: inhibitors of human regulator of G protein signaling 4. Transcreener GDP fluorescence polarization, RGS4-accelerated GTP hydrolysis. Potency, µM (highest dose often 114 µM), for the others: top-dose activity change, negative = inhibition, most hits filed as inhibitors. P49798. hit rate 0.039% among 390,000. AID 504845; also: potency is read from the fitted curve at half-maximal effect; % is scaled to controls: 0 for no effect and ±100 for the full control effect; nearly all actives have a fitted effect of over 75% in size; some results filed as inactive show a strong effect at the top dose
# Target sequence (P49798 whole entry, looked up): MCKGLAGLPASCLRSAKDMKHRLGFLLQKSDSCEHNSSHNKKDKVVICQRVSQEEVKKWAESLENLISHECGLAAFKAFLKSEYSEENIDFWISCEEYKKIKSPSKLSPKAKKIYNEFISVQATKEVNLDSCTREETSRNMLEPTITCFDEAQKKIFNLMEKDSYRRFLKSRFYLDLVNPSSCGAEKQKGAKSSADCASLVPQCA
#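 MLSMR compounds (23 nl, pin-transferred) preincubated 10 min at room temperature with a 500nM (2x) first reagent, then RGS4 at 900nM (2x) plus Transcreener GDP mix added; fluorescence polarization (620/688 nm) read before and after 90 min at 30 °C.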
# * marks the source's active call; other numbers are inactive results; u = inconclusive; x = not tested or not shown; [ ] = dose if it differs, or a comment. Unless noted, calls follow the shape of the dose curve; as a rule, active = well fitted curve in the direction sought with a large enough effect; inconclusive = small, poorly fitted or top-dose-only effect, or another doubt; inactive = no such curve, though single readings can be large; an effect the other way counts as inactive or inconclusive. This is a subset. The share of hits here may be higher or lower than overall.
SMILES,HP1b chromo inh,G9a inh,JMJD2A Tudor,ERG Ets-DNA blk,GLS inhibitor,ALOX12 inh,BAZ2B block,PI4K2A block,RGS4 inh
O=c1cc(N2CCCCCC2)[nH]c(=O)n1-c1ccccc1Cl,29%,-30%,-8%,1%,4%,-14%,x,-5,0%
Cc1ccc(CNS(=O)(=O)c2ccc3c(c2)CC(C)N3C(=O)C2CCC2)cc1 (stereo unspecified),22%,17%[59 µM],-3%,2%,-1%,-4%,1%,-6,-34%
CCOC(=O)Cn1c(=O)oc2cc(S(=O)(=O)N3CCN(c4ccccc4OC)CC3)ccc21,41%[activator],-4%[59 µM],-1%,0%,5%,-2%,-4%[57.1 µM],-2,-13%
CCC(Oc1ccc2c(c1)C(=O)CC(C)(C)O2)C(=O)NCCN1CCCCCC1 (stereo unspecified),u,13µM*,45µM*,5%,22%,u,u,2,1%
CC(Oc1ccccc1)C(=O)Nc1nnc(S(=O)(=O)Nc2ccccc2)s1 (stereo unspecified),38%,-15%,u,-6%,-13%,0%,-6%,1,-4%
CCOC(=O)/C(=C/c1ccc(OC(=O)c2ccncc2)cc1)C(C)=O,24%,22µM*,-10%,-8%,0%,-5%,2%,-4,-36%
O=C(CSc1ccc2c(c1)OCCO2)NCCc1ccc(Cl)cc1Cl,94%[activator],-2%,15%,-9%,1%,-34%,18%,2,-20%
CCOC(=O)CNC(=O)N1CCN(S(=O)(=O)c2ccc3c(ccn3C)c2)CC1,8%[57 µM],14%[59 µM],-2%,-1%,-7%,-10%,-1%,2,-25%
CC(C)CCN1C(=O)c2ccc(C(=O)N3CCCCC3)cc2C1=O,33%,15%[2.33 µM],-8%,-17%,2%,2%,-6%,2,-14%
CCOC(=O)N1CCN(C(=O)C2CCN(S(=O)(=O)c3c(C)cc(C)cc3C)CC2)CC1,25%,-7%,-7%[57.1 µM],-3%,3%,2%,3%,-4,17%
CCC(=O)N1CCc2cc(Br)cc(S(=O)(=O)Nc3ccccc3C(=O)OC)c21,40%[activator],17%[59 µM],1%,-6%,-1%,-21%,-2%,-1,17%
O=S(=O)(NCc1cccnc1)c1ccc2c(c1)OCCO2,25%,17%[59 µM],-13%,x,-24%,-3%,-1%,-3,7%
CCn1c(CNC(=O)c2cc(OC)c(OC)c(OC)c2)cc2cc(C)ccc21,11%,-3%,-9%,-12%,5%,0%,-13%,-15,-10%
Cc1cc(C)c2c(=O)c3c(oc2c1)C(=O)N(CCO)C3c1cccc(O)c1 (stereo unspecified),17%,u,0%[57.1 µM],0%,9%,-12%,-1%,-2,46%[11.4 µM]
CCN(CC)S(=O)(=O)c1ccc(NC(=O)c2cc(C(=O)OC)cc([N+](=O)[O-])c2)cc1,13%,u,-18%,-3%,5%,-12%,7%,3,-6%
CC(OC(=O)COc1ccccc1[N+](=O)[O-])C(=O)Nc1ccc(N2CCOCC2)cc1 (stereo unspecified),32%,-2%[59 µM],-8%,12%,0%,0%,u,-6,-43%
Cc1ccc(Cl)c2sc(NC(=O)C3=COCCO3)nc12,61%[activator],4%,6%,-4%,-6%,u,-13%,-2,2%
CC1=NN(C(=O)c2ccccc2Br)C(O)(c2ccc(Cl)cc2)C1 (stereo unspecified),29%,x,-26%,-3%,11%,0%,-19%,-5,16%
CC(=O)Nc1cc(C(=O)NCc2ccc(C)cc2)ccc1Sc1ccc(C)cc1,19%,-5%[59 µM],-14%,-1%,-2%,-21%,-8%,-7,3%
CCCCn1c(SCC(=O)NC(C)(C)C)nnc1-c1ccco1,4%,x,-21%,-3%,-3%,-4%,5%,3,20%
C=CCSc1nnc(CNC(=O)c2ccc(Cl)cc2)n1CC,35%,-3%,-12%,-4%,2%,-2%,-21%,-7,-13%
CN(Cc1ccccc1)C1=CC(=[N+]2CCCCC2)CC(C)(C)C1,17%,32µM*,-11%,1%,-11%,19%,u,0,29%[56.9 µM]
Cc1ccc(N(Cc2cc(=O)[nH]c3ccccc23)C(=O)CCl)cc1,23%,11µM*,-28%,-3%,-8%,u,3%,7,-41%
CCOC(=O)c1ccc(-c2ccc(-c3cc(=O)oc4cc(OC)c(OC)c(OC)c34)cc2)cc1,56%[activator],13%[59 µM],-12%,-9%,-4%,-6%,x,5,3%
CC(C)(C)OC(=O)N1CCC[C@@H]1CO,20%,-1%[59 µM],-17%,0%,-9%,x,2%,2,16%
COc1ccc(Cn2c(=O)[nH]c3cc(C(=O)N4CCN(c5ccc(OC)cc5)CC4)ccc3c2=O)cc1,30%,18%,-5%,-1%,-2%,x,-16%,-1,-33%
Cc1ccc(-n2nc(C(=O)O)cc2-c2ccccc2)cc1,24%,-32%,-8%,0%,3%,-7%,-9%,-2,-2%
NC(=S)NN=C1CCC(C2CCCCC2)CC1 (stereo unspecified),-26%,x,u,2%,-4%,35µM*,x,3,u
CCCCOc1ccccc1Cn1c(=O)sc2ccccc21,222%[activator],272%[activator][59 µM],197%[activator],-4%,-1%,-7%,259%[activator],-2,-10%
COc1cc(NC(=O)COc2ccc(F)cc2)nc(OC)n1,10%,17%,0%,x,17%,8%[57.4 µM],17%,1,14%
Cc1cccc(-n2ncc3c(N4CC(C)CC(C)C4)ncnc32)c1 (stereo unspecified),142%[activator],-1%,38%[activator],-8%,-2%,4%[57.4 µM],32%,2,-23%
CS(=O)(=O)c1ccccc1-c1nnc(NC(=O)Cc2ccccc2)o1,8%,u,79µM*,-20%,6%,6%,25µM*,-14,8%
CC(C)c1nnc(NC(=O)COc2ccc3ccccc3c2)s1,26%,31%,-4%,2%,1%,2%,-17%,3,-25%
CC1(C)C2CCC1(CS(=O)(=O)N1CCCc3ccccc31)C(=O)C2 (stereo unspecified),29%,-27%[12.7 µM],26%,-1%,7%,0%,-5%,4,22%
Cc1nc2cccnc2n1C1CCN(C(=O)Nc2ccccc2C(F)(F)F)CC1,30%,10%[12.7 µM],7%,-4%,3%,-18%,-7%,-2,18%
COc1ccccc1N1CC(C(=O)OC(C)C(=O)N2CCCc3ccccc32)CC1=O (stereo unspecified),31%,-4%,-12%,-1%,-2%,-11%[57.4 µM],-1%,-2,-11%
CCOC(=O)C1(Cc2cccc(OC)c2)CCN(C(C)COC)CC1 (stereo unspecified),23%,18%,-13%,0%,0%,-6%,0%,4,17%
O=C(O)c1cc(-c2ccccc2)on1,17%,4%[12.7 µM],-7%,x,2%,1%,2%,-2,-15%
CC1CCCN(C(=O)c2ccc3nc[nH]c3c2)C1 (stereo unspecified),67%[activator],u,-15%[57.1 µM],-6%,0%,-12%,-3%,0,-22%[56.9 µM]
COc1ccc(Cl)cc1NC(=O)N1CCC(CN2CCCCCC2)CC1,16%,u,-9%,1%,2%,u,-16%,4,-22%

# By substructure: the compounds so far containing a COOH group
SMILES,HP1b chromo inh,G9a inh,JMJD2A Tudor,ERG Ets-DNA blk,GLS inhibitor,ALOX12 inh,BAZ2B block,PI4K2A block,RGS4 inh
Cc1ccc(-n2nc(C(=O)O)cc2-c2ccccc2)cc1,24%,-32%,-8%,0%,3%,-7%,-9%,-2,-2%
O=C(O)c1cc(-c2ccccc2)on1,17%,4%[12.7 µM],-7%,x,2%,1%,2%,-2,-15%

# More compounds.
SMILES,HP1b chromo inh,G9a inh,JMJD2A Tudor,ERG Ets-DNA blk,GLS inhibitor,ALOX12 inh,BAZ2B block,PI4K2A block,RGS4 inh
CCc1nc(N2CCOCC2)c(C#N)c2c1CCCC2,84%[activator],16%[59 µM],32%,-1%,4%,0%,26%,4,11%
CCCn1nc2cc(C(=O)NCc3ccccc3OC)ccc2c1OCC,27%,7%,-7%,-6%,1%,u,-1%[57.1 µM],0,20%
CCOC(=O)c1cccc(NS(=O)(=O)c2cc(-c3cnc(C4CC4)o3)ccc2C)c1,15%,-7%[12.7 µM],-26%,-1%,3%,-15%,-26%,6,-7%
Nc1ccc(Oc2c(Cl)cccc2Cl)nc1,34%,x,-8%,13%,11%,247%[activator],-9%,-1,13%

# Gathered by group: the entries above with an aryl thioether with sulfur outside any ring
SMILES,HP1b chromo inh,G9a inh,JMJD2A Tudor,ERG Ets-DNA blk,GLS inhibitor,ALOX12 inh,BAZ2B block,PI4K2A block,RGS4 inh
O=C(CSc1ccc2c(c1)OCCO2)NCCc1ccc(Cl)cc1Cl,94%[activator],-2%,15%,-9%,1%,-34%,18%,2,-20%
CC(=O)Nc1cc(C(=O)NCc2ccc(C)cc2)ccc1Sc1ccc(C)cc1,19%,-5%[59 µM],-14%,-1%,-2%,-21%,-8%,-7,3%
CCCCn1c(SCC(=O)NC(C)(C)C)nnc1-c1ccco1,4%,x,-21%,-3%,-3%,-4%,5%,3,20%
C=CCSc1nnc(CNC(=O)c2ccc(Cl)cc2)n1CC,35%,-3%,-12%,-4%,2%,-2%,-21%,-7,-13%

# Bioassay records: PubChem, National Center for Advancing Translational Sciences (NCATS)
